Screening results as filed in PubChem BioAssay.
LGR2 inh = inhibitors of bursicon-induced LGR2 CRE-luciferase signal, primary screen, cell-based, HEK293, CRE-luciferase reporter, bursicon stimulation; 380,000 compounds, 0.35% hits; Drosophila bursicon receptor LGR2 (rickets); bursicon-stimulated, 4 h; inhibition, % at 9.99 µM;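 active = drop in luminescence signal, shown as inhibition above about 50% in the replicate tests, limit read from the data, passing the limit was not always enough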;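 note: agonist challenge used bursicon conditioned medium at about half maximal strength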
CASP6 VEID inh = human caspase-6 inhibitors, primary screen, biochemical, VEID-R110 fluorescence, single point, set 2; 350,000 compounds, 0.53% hits; purified caspase-6, Z-VEID-R110 cleavage fluorescence; P55212; inhibition, % at 12.5 µM;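 active = mean inhibition across replicates at least about 35%, with every replicate also reaching that limit, limit read from the data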;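 note: 0% = median of neutral control wells and 100% = no fluorescence left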
Target sequence (P55212 24-179 limits assumed): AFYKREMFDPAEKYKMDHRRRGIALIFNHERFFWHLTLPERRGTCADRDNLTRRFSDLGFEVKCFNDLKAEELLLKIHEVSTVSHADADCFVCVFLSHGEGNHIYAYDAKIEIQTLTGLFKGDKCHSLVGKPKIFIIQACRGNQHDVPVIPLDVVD
Target sequence (P55212 194-293 limits assumed): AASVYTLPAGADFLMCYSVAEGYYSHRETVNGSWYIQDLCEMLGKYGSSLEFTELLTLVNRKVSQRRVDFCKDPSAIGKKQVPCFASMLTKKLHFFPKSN
PAX8 inh HTS = inhibitors of PAX8-driven TPO luciferase reporter, primary screen, RMG-I cells, single concentration; SteadyGlo, 24 h; AID 652154, 2013; 360,000 compounds, 1.2% hits; inhibition, % at 12.6 µM;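 active = mean replicate inhibition at least 60% with every replicate also reaching 60%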;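 note: luciferase light reporting Pax8 driven TPO promoter activity; plate controls were median of neutral control wells for no effect and mitoxantrone controls for full effect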
Cneo AK release = Cryptococcus neoformans cell lysis inducers, primary screen, AK release luminescence, single concentration | 360,000 compounds, 0.2% hits | lysis activity, % at 15 µM | AID 651654, 2012 | C. neoformans lysis, adenylate kinase release luminescence, 4 h; normalised: neutral wells 0, clomiphene wells 100;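 active = mean lysis activity across replicates of at least 80%, whatever share of replicates individually reach that level; inactive = mean lysis activity below 80%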
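read-out = cell lysis signal | test system = log-phase Cryptococcus neoformans yeast cells | input = cells at 5 × 10^6 per mL | medium = fresh YPD growth medium | signal = luminescent adenylate kinase detection reagent | timing = 4 h at 37 °C static, read 1 h later | dosing = single dose | controls = Clomiphene as positive lysis control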
EWS-Fli inh = EWS/Fli-driven NR0B1 reporter inhibitors, primary screen, A673 cells, NR0B1 luciferase, luminescence, MLPCN library; viability-normalised; inhibition, % at 12.6 µM; 350,000 compounds, 0.67% hits; AID 651661, 2012;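 active = mean inhibition of at least 50% after viability correction, with every replicate also passing that limit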;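 note: firefly luciferase signal divided by Alamar Blue viability fluorescence both relative to DMSO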
FN deposit inh = inhibitors of fibronectin matrix deposition, primary screen, AH1F cells, Alexa488-fibronectin fluorescence, plate reader; AID 743247, 2014; inhibition, % at 12.6 µM; 350,000 compounds, 0.086% hits; AH1F fibroblasts, overnight;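 active = mean inhibition across replicates of 30% or more, regardless of how many single replicates reach that level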;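 note: positive control wells lacked labelled fibronectin entirely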
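Material: AH1F fibroblast monolayer depositing Alexa488-labelled fibronectin into matrix | Input: 10000 AH1F cells/well | Medium: DMEM plus 2% serum, read in PBS | Reagent: Alexa488-fibronectin, 24 nM final in well | Compound dosing: One dose per compound, pinned | Schedule: 1 h adhesion, overnight exposure | Measured by: Fluorescence at 485 nm excitation, 525 nm emission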
miR-122 sensor = miR-122 Renilla sensor signal increase in Huh7, primary screen, miR-122 inhibitor project, cell-based, single point, plate reader | Huh7 miR-122 Renilla luciferase sensor, 48 h; neutral wells = 0, positive control = 100 | activation (reporter increase), % at 12.5 µM | 340,000 compounds, 0.3% hits | AID 602342, 2012;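 active = mean replicate activation score at least 90 and every replicate individually at or above 90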;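 note: higher luciferase means less miR-122 activity so hits act as miR-122 inhibitors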
PGC1a acetyl inh = inhibitors of PGC1a acetylation signal, primary screen, cell-based, U2OS, AlphaScreen, inhibitor mode; AlphaScreen anti-acetyl-lysine; with virally co-expressed GCN5 acetyltransferase; inhibition, % at 15.6 µM; 350,000 compounds, 0.17% hits; AID 651687, 2012;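 active = every replicate shows inhibition of at least 40%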;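 note: 0% = neutral control wells and 100% = positive control wells; some results beyond the cut were filed as inactive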
An asterisk follows results filed as active; . = no result given; & = joins results of further samples; [ ] = dose if it differs, or a comment.

#1 CN(C)c1nc(-c2cccnc2)nc(-c2ccccc2)c1C#N
#2 CCC(=O)N1[C@@H]2c3ccc(C4=CCCC4)c(=O)n3C[C@@H]2[C@@H](CO)[C@@H]1C(=O)NC1CCCC1
#3 CC1CC(C)(C)CC2(C1)NC(=O)N(CC(=O)N1CCN(Cc3ccc(C#N)cc3)CC1)C2=O (configuration not stated)
#4 Cc1ccc(S(=O)(=O)N2CCN(CC(=O)NC3CCCc4ccccc43)CC2)cc1C (configuration not stated)
#5 CCOc1ccccc1N1CCN(C(=O)NCc2ccc(F)cc2)CC1
#6 CN(C)S(=O)(=O)Oc1ccccc1C(=O)Nc1ccc(F)cc1
#7 CCCC(=O)N1CCC2(CC1)CN(Cc1nccs1)[C@H](CO)c1[nH]c3cc(OC)ccc3c12
#8 CCOc1ccc(C(=O)NCCC(=O)NCCCC(=O)O)cc1
Compound	1	2	3	4	5	6	7	8
LGR2 inh	-19	14	8	.	7	2	-9	-12
CASP6 VEID inh	-3	1	-3	3	3	0	2	-1
PAX8 inh HTS	0	.	31	11	-14	-10	-9	.
Cneo AK release	-6	26	2	6	4	.	.	.
EWS-Fli inh	-2	-5	31	13	-5	6	3	10
FN deposit inh	0	.	-8	-2&3	3	.	.	.
miR-122 sensor	-8	.	-8	-9	0	.	.	-3
PGC1a acetyl inh	-8	.	25	-7	-3	.	-8	.

#9 CCOC(=O)[C@]12CCCC=C1N(CCc1ccc(OC)c(OC)c1)C(=O)[C@H](CC(=O)N1CCCC1)C2
#10 CCC(=O)N1c2ccc(S(=O)(=O)N3CCCCC3)cc2CC1C (configuration not stated)
#11 CCC1(c2ccccc2)NC(=O)N(CC(=O)NCc2ccc(OC)cc2)C1=O (configuration not stated)
#12 CCN(CC)S(=O)(=O)c1ccc(-c2nnc(SCC(N)=O)n2CC)cc1
#13 O=C(CC(C(=O)O)c1c(F)cccc1Cl)c1ccc(Cl)cc1 (configuration not stated)
#14 O=C1NC[C@@H](c2ccccc2)OC(=O)[C@H](Cc2ccc(F)cc2)C/C=C\C[C@H]1CC(=O)N(CCO)Cc1ccccc1
#15 O=C(Nc1ccc(S(=O)(=O)Nc2ncccn2)cc1)c1cnc(Cl)c(Cl)c1
#16 CC(C)c1ccc(SCc2noc(C(=O)NCC3CCCO3)c2C(=O)O)cc1 (configuration not stated)
Compound	9	10	11	12	13	14	15	16
LGR2 inh	29	-8	1	25	-6	-4	-3	4
CASP6 VEID inh	0	-1	-5	5	1	-2	5	0
PAX8 inh HTS	0	25	1	14	22	22	31	-14
Cneo AK release	.	-1	1	.	-2	7	.	0
EWS-Fli inh	5	-1	5	-3	9	0	5	-11
FN deposit inh	-5	5	2	9	-2	8	-4	1
miR-122 sensor	.	14	-9	-3	-3	-5	.	.
PGC1a acetyl inh	.	-3	-4	6	2	9	-4	.

#17 NC(=O)[C@H]1CC2(CC(c3cccc(NC(=O)COc4ccc(Cl)cc4)c3)=NO2)CN1C(=O)C(c1ccccc1)c1ccccc1 (some centres not stated)
#18 COc1ccccc1-c1cnc2c(c1)C(=O)N([C@@H](C)CO)C[C@H](C)[C@@H](CN(C)CC1CCCC1)O2
#19 Cc1onc(-c2ccccc2Cl)c1C(=O)Nc1ccc(Br)cc1
#20 Cc1c(C(=O)N(C)C)c2cc(Cl)ccc2n1O
#21 CCOC(=O)CNC(=O)CSc1nccn1Cc1ccco1
#22 CCC(C)NCC(=O)Nc1cc(S(=O)(=O)N(CC)c2ccccc2)ccc1Cl (configuration not stated)
#23 CCn1c(SCC(=O)Nc2cc(C)nn2-c2ccccc2)nnc1-c1cccs1
#24 COc1ccccc1CNC(=O)C[C@H]1C[C@H]2c3cc(NC(=O)CC4CC4)ccc3O[C@H]2[C@@H](CO)O1
Compound	17	18	19	20	21	22	23	24
LGR2 inh	-2	-8	8	1	-8	-4	-11	-14
CASP6 VEID inh	-2	-4	-2	-4	3	.	2	.
PAX8 inh HTS	89*	13	-46	7	-6	0	9	13
Cneo AK release	-1	6	-1	.	.	.	.	1
EWS-Fli inh	10	-9	4	15	0	.	5	0
FN deposit inh	3	0	1	3	2	3	-13	-6
miR-122 sensor	-5	-6[16.7 µM]	.	.	.	11	-5	3[16.7 µM]
PGC1a acetyl inh	-8	-3	.	.	6	.	0	.

Record cards, as listed above. Order of screens: LGR2 inh | CASP6 VEID inh | PAX8 inh HTS | Cneo AK release | EWS-Fli inh | FN deposit inh | miR-122 sensor | PGC1a acetyl inh
Record of `Cc1c(C(=O)N(C)C)c2cc(Cl)ccc2n1O` → 1 | -4 | 7 | . | 15 | 3 | . | .
Record of `Cc1onc(-c2ccccc2Cl)c1C(=O)Nc1ccc(Br)cc1` → 8 | -2 | -46 | -1 | 4 | 1 | . | .
Record of `COc1ccccc1CNC(=O)C[C@H]1C[C@H]2c3cc(NC(=O)CC4CC4)ccc3O[C@H]2[C@@H](CO)O1` → -14 | . | 13 | 1 | 0 | -6 | 3[16.7 µM] | .
Record of `CCOC(=O)CNC(=O)CSc1nccn1Cc1ccco1` → -8 | 3 | -6 | . | 0 | 2 | . | 6

The list goes on.
#25 CCS(=O)(=O)N1CCc2nc(-c3ccccc3)sc2C1
#26 Cc1cccc(Cc2nnc(CCC(=O)N3CCCC(CN4CCOCC4)C3)o2)c1 (configuration not stated)
#27 CCC(=O)N1CCN(c2ccc(NC(=O)c3ccc(Br)o3)cc2)CC1
#28 COc1ccc(C(C(=O)NC2CCCCC2)N(C(=O)Cc2c[nH]c3ccccc23)c2ccccc2)cc1OC (configuration not stated)
#29 CC(C)C[C@H]1CN([C@@H](Cc2ccc(O)cc2)CN2CCC[C@@H]2CN2C(=S)NC[C@@H]2Cc2ccccc2)C(=S)N1CCc1ccccc1
#30 CC(C)CCn1c(=O)c2ccccc2n2c(CCC(=O)NC3CCN(Cc4ccccc4)CC3)nnc12
#31 CCNc1nc(NCC)n2c(SCC(=O)Nc3ccc(F)cc3[N+](=O)[O-])nnc2n1
#32 O=C(O)COc1ccc(-c2nnn(CC(=O)O)n2)cc1
Compound	25	26	27	28	29	30	31	32
LGR2 inh	-55	20	.	0	5	7	-1	8
CASP6 VEID inh	-2	-2	2	.	-1	-4	1	.
PAX8 inh HTS	-135	-9	-24	4	38	11	14	.
Cneo AK release	-4	-1	.	1	-1	1	0	-11
EWS-Fli inh	-80	1	-3	.	11	.	0	.
FN deposit inh	-4	-14	-4	-20	-10	1	-1	-2
miR-122 sensor	.	-2	.	-5	5	-4	0	-11
PGC1a acetyl inh	.	15	.	.	-9	0	6	13

#33 Cc1ccc(-n2nnnc2SCC(=O)N2CCc3ccccc3C2)c(C)c1
#34 CCOc1cc(C)c(Cl)cc1S(=O)(=O)n1ccnc1
#35 Cn1cccc1/C=C1\CC(C(C)(C)C)C/C(=C\c2cccn2C)C1=O (configuration not stated)
#36 Cc1ccc(S(=O)(=O)NCC[C@@H]2CC[C@H](NC(=O)c3ccccn3)[C@H](CO)O2)cc1
#37 C/C(CC(=O)NC1CCCC1)=N\NC(=O)Cc1cccs1
#38 Cc1cc2cc(CNC(=O)c3cccs3)ccc2n1C
#39 Cn1nc(C(=O)Nc2ccc(S(=O)(=O)Nc3ncccn3)cc2)ccc1=O
#40 CCN(CC)CCCNC(=S)N(Cc1cccnc1)Cc1cc2cccc(C)c2[nH]c1=O
Compound	33	34	35	36	37	38	39	40
LGR2 inh	.	-5	.	0	8	9	-9	14
CASP6 VEID inh	.	7	.	-1	.	2	-9	-6
PAX8 inh HTS	.	5	17	7	.	12	-7	-11
Cneo AK release	0	-2	.	-4	0	1	0	.
EWS-Fli inh	.	-7	.	2	.	6	-11	-1
FN deposit inh	10	1	-37	.	-4	.	-2	5
miR-122 sensor	-3	4	6	.	.	9	-5	-1
PGC1a acetyl inh	0	-1	17	2	6	8	13	-2

#41 O=C(NCCN1C(=O)CSC1=O)c1ccccc1
#42 Cc1noc(C)c1CN1C(=O)NC2(CCCCCCC2)C1=O
#43 CNC(=O)CSc1cn(CC(=O)N(C(C)C)C(C)C)c2ccccc12
#44 O=C(NCC[C@H]1CC[C@@H](NS(=O)(=O)c2ccccc2)[C@@H](CO)O1)c1ccc2c(c1)OCO2
#45 C[C@@H]1CN([C@@H](C)CO)C(=O)c2cccc(NC(=O)C3CC3)c2O[C@@H]1CN(C)C(=O)Nc1ccc(C(F)(F)F)cc1
#46 C[C@H]1CN([C@@H](C)CO)C(=O)c2cc(NS(=O)(=O)c3cn(C)cn3)ccc2O[C@@H]1CN(C)Cc1ccc(C(=O)Nc2ccccc2N)cc1
#47 CN(C)CC(=O)N1[C@@H]2Cn3c(ccc(-c4ccccc4)c3=O)[C@H]1[C@@H](C(=O)N1CCOCC1)[C@@H]2CO
#48 O=C1CN(S(=O)(=O)Cc2ccccc2)C[C@H]2[C@@H](c3ccc(C#CCC4CCCC4)cc3)[C@@H](CO)N12
Compound	41	42	43	44	45	46	47	48
LGR2 inh	.	.	15	-7	9	1	12	17
CASP6 VEID inh	.	.	1	25	-5	1	-1	1
PAX8 inh HTS	.	6	14	0	.	.	-9	5
Cneo AK release	-1	3	2	-2	2	-1	-2	.
EWS-Fli inh	.	.	10	3	-15	8	-3	3
FN deposit inh	6	-8	9	.	.	.	.	.
miR-122 sensor	-3	0	-1	.	0[16.7 µM]	-7[16.7 µM]	4[16.7 µM]	.
PGC1a acetyl inh	-16	-10	1	7	2	-8	.	0

#49 C[C@@H](O)C#Cc1ccc2c(c1)O[C@H](CN(C)C(=O)C1CCC1)[C@@H](C)CN([C@@H](C)CO)S2(=O)=O
#50 COC(=O)c1ccc(-c2noc(CN(Cc3nccn3C)C(C)C)n2)cc1
#51 CO[C@@H]1CN(C)C(=O)c2ccc(NC(=O)C3CCC3)cc2OC[C@H](C)N(C(=O)CN(C)C)C[C@@H]1C
#52 CCOc1ccc2[nH]c3c(NCCOC)ncnc3c2c1
#53 COc1ccc(CN2C[C@H](O)COC[C@H]3O[C@@H](CC(=O)N(C)C)CC[C@@H]32)cc1
#54 CCCc1cc(=O)[nH]c(SCC(=O)NCCN2C(=O)CSC2=O)n1
#55 O=C(Cc1cccs1)N1CCC(c2nc3c(nnn3Cc3ccc(F)cc3)c(=O)[nH]2)CC1
#56 Cc1ccc(CS(=O)Cc2ccc(C(=O)NCc3ccc(OC(C)C)cc3)o2)cc1 (configuration not stated)
#57 CCOC(=O)c1ccc(NC(=O)CSC2=NN3CCCC(=O)N=C3S2)cc1
#58 Cc1ccc(NC(=O)c2cc(=O)c3ccccc3o2)cc1S(=O)(=O)N1CCOCC1
Compound	49	50	51	52	53	54	55	56	57	58
LGR2 inh	4	8	1	-11	-5	-14	.	-5	-5	23
CASP6 VEID inh	-3	0	.	2	6	-4	.	0	-4	-1
PAX8 inh HTS	.	0	-5	-26	-14	-4	.	7	-7	-9
Cneo AK release	-2	6	-2	.	-1	0	-1	3	0	.
EWS-Fli inh	-1	6	-5	-36	1	11	.	7	-3	9
FN deposit inh	.	-10	.	13	-10	3	4	-7	-6	3
miR-122 sensor	-6[16.7 µM]	-3	-5[16.7 µM]	.	4[16.7 µM]	.	-5	4	1	.
PGC1a acetyl inh	7	2	-11	.	2	4	15	-15	5	-8
